Bioassay records: PubChem, National Center for Advancing Translational Sciences (NCATS)
EPAC2 ag: qHTS for Agonist of cAMP-regulated guanine nucleotide exchange factor 4 (EPAC2): primary screen | Rap guanine nucleotide exchange factor 4 (Homo sapiens), Q8WZA2 | EPAC2 activation, biochemical qHTS; response scale: 100% = 6.5 mM cAMP response | Potency, µM (top dose mostly 154 µM), for inactives: top-dose activation, usual class: activators | 360,000 tested, 0.079% active; also: nearly all actives have a fitted effect of over 50% in size
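qHTS, titration series. 100 nM EPAC2 / 250 nM Rap1B-BODIPY-GDP / 50 uM GDP; RT; ex 480/em 540 nm, 5-min reads to 30 min. Norm. to 6.5 mM cAMP = activation.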
EPAC1 ag: qHTS for Agonist of cAMP-regulated guanine nucleotide exchange factor 3 (EPAC1): primary screen. Rap guanine nucleotide exchange factor 3 (Homo sapiens), O95398. Potency, µM (highest dose often 154 µM), for inactives: at the highest dose activation, usual class: activators. 360,000 tested, 0.073% active. EPAC1 agonist qHTS, biochemical assay; response scale: 100% = response to 6.5 mM cAMP; also: nearly all actives have a fitted effect of over 60% in size
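Read-out is the fluorescence drop as BODIPY-GDP leaves Rap1B (480 nm excitation, 540 nm emission), recorded every 5 minutes over 30 minutes. Reactions held 100 nM EPAC1, 250 nM Rap1B–BODIPY-GDP and 50 uM GDP, with 6.5 mM cAMP setting full activation.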
aSyn rescue: qHTS of alpha-syn Inhibitors. 370,000 tested, 0.14% active. Yeast expressing alpha-synuclein, growth rescue, BacTiter-Glo, 24 h. Potency, µM (highest dose often 46.1 µM), for the others: at the highest dose growth rescue (activation), hits mostly activators. AID 652106, 2013; also: % of control where 0% means no effect; nearly all actives have a fitted effect of over 65% in size
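Readout is rescue of growth in alpha-synuclein-expressing yeast, so inhibitors of toxicity appear as activators. Growth after 24 hr at 30 deg C in galactose medium is quantified by luminescence.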
EPAC1 antag: qHTS for Antagonist of cAMP-regulated guanine nucleotide exchange factor 3 (EPAC1): primary screen | EPAC1 GEF assay, Rap1b-BODIPY-GDP exchange fluorescence | Potency, µM (top dose mostly 115 µM), inactives show at the top dose activity change, negative = inhibition, actives largely listed as inhibitors | 360,000 tested, 0.14% active | AID 720709, 2013;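 also: plate controls were vehicle for no effect and positive control for full effect; nearly all actives have a fitted effect of over 50% in size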
FUS suppressor: qHTS for Suppressors of FUS Proteinopathy: Primary screen using FUS-linked yeast assay. S. cerevisiae FUS-expressing, growth rescue, OD600, 24 h. Potency, µM (series often up to 76.6 µM), inactives show top-dose growth rescue (activation), actives largely listed as activators. 390,000 tested, 0.24% active. AID 1347120, 2019;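 also: plate controls were DMSO vehicle for no effect and reference control for full effect; nearly all actives have a fitted effect of over 55% in size; some results filed as inactive show a strong effect at the top dose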
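FUS-expressing yeast, raffinose-pregrown, induced in 2% galactose minimal medium at OD 0.005; compounds in a dilution series, 24hr at 30C. Growth restoration read as absorbance at 600 nm. CP55940 positive control, DMSO negative.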
EPAC2 antag: qHTS for Antagonist of cAMP-regulated guanine nucleotide exchange factor 2 (EPAC2): primary screen; AID 720708, 2013; EPAC2 GEF exchange of Rap1B-BODIPY-GDP, fluorescence; 360,000 tested, 0.18% active; Potency, µM (titrated, usually from 114 µM), for the others: top-dose activity, negative = inhibition, most hits filed as inhibitors; also: % is scaled to controls: 0 for no effect and ±100 for the full control effect; nearly all actives have a fitted effect of over 45% in size; many of its hits are not listed in these tables
PTHR1 agonist: qHTS for PTHR1 Agonists: Primary Screen | HEK293 GP2 PTHR1 cells, GloSensor cAMP luminescence, 1 h | Potency, µM (series often up to 115 µM), inactives show top-dose activation, hits mostly activators | 410,000 tested, 0.075% active | AID 743266, 2014; also: nearly all actives have a fitted effect of over 55% in size; some results filed as inactive show a strong effect at the top dose; inactives centre near -15; many of its hits are not listed in these tables
Target sequence (Q03431 whole entry, looked up): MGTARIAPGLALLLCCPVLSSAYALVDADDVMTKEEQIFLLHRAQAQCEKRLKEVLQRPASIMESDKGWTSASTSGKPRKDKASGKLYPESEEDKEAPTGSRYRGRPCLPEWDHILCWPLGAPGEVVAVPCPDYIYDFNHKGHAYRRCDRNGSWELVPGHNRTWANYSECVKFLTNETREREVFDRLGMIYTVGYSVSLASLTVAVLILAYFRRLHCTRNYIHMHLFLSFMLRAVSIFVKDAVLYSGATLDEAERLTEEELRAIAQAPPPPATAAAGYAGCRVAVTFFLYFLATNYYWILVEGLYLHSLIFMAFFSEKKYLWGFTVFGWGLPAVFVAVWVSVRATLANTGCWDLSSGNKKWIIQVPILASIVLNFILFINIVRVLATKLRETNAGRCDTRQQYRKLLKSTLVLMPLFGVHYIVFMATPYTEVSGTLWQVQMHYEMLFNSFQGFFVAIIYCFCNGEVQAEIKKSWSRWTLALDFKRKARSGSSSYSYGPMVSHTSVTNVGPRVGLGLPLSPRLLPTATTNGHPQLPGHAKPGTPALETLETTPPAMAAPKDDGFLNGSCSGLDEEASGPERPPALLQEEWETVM
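HEK-293-derived GP2 cells expressing PTHR1 and a GloSensor cAMP reporter, 3,000/well, plated overnight, given luciferin plus IBMX (each 0.5 mM as added) for 1 h at 37 °C, then compound for 1 h at 37 °C. Luminescence was read after 15 min at room temperature.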
TDP-43 yeast inh: qHTS of TDP-43 Inhibitors | TDP-43 expressing yeast growth rescue, BacTiter-Glo, 24 h | Potency, µM (titrated, usually from 46.1 µM), for the others: at the top dose growth rescue (activation), most hits filed as activators | 410,000 tested, 1.8% active | AID 652104, 2013; also: % of control where 0% means no effect; nearly all actives have a fitted effect of over 50% in size
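Cell-based yeast growth screen: TDP-43 expression induced in galactose, inoculum OD600=0.02 after raffinose pregrowth to mid-log. Read-out BacTiter-Glo luminescence at 24 hr, 30 deg C; inhibition of toxicity seen as signal increase.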
The depositor's hits bear a star; [ ] = another dose, or the depositor's remark. Calls follow the shape of the dose curve; as a rule, active = well fitted curve in the direction sought with a large enough effect; inconclusive = small, poorly fitted or top-dose-only effect, or another doubt; inactive = no such curve, though single readings can be large; an effect the other way counts as inactive or inconclusive. Potency is read from the fitted curve at half-maximal effect. Some of the compounds tested (hit frequency here may not be typical).

Screening O=C(Nc1ccc(N2CCN(C(=O)c3cccs3)CC2)cc1)c1ccccc1Cl returned EPAC2 ag 1%, EPAC1 ag -9%, aSyn rescue -2%, EPAC1 antag inconclusive, FUS suppressor 6%, EPAC2 antag 28%, PTHR1 agonist -28% and TDP-43 yeast inh -17%.
For CC(C)(C)c1cc(/C=N/O)cc(C(C)(C)C)c1O the results were EPAC2 ag -8%, EPAC1 ag -5%, aSyn rescue -26%, EPAC1 antag -12%, EPAC2 antag -22%, PTHR1 agonist inactive and TDP-43 yeast inh 0%.
COc1ccc(NS(=O)(=O)c2ccc(O)c(NC(=O)c3cc4c(C)nn(-c5ccc(F)cc5)c4s3)c2)cc1 was read as EPAC2 ag -8%, EPAC1 ag -17%, aSyn rescue 0%, EPAC1 antag 50µM*, FUS suppressor 32%, EPAC2 antag -4%, PTHR1 agonist inactive and TDP-43 yeast inh 13%.
For Cc1cc2cc(CNC(=O)Nc3ccccc3)ccc2n1C the results were EPAC2 ag 15%, EPAC1 ag 12%, aSyn rescue 3%, EPAC1 antag 5%, FUS suppressor inconclusive, EPAC2 antag -5%, PTHR1 agonist -4%[57.5 µM] and TDP-43 yeast inh -21%.
For CCOc1ccccc1NC(=O)c1cccc(NC(=O)CC(c2ccccc2)c2ccccc2)c1 the results were EPAC2 ag 9%, EPAC1 ag 15%, aSyn rescue 3%, EPAC1 antag -4%, FUS suppressor 48%, EPAC2 antag -7%, PTHR1 agonist -4%[57.5 µM] and TDP-43 yeast inh -13%.
O=C(O)CSc1c[nH]c2ccccc12 was read as EPAC2 ag 5%, EPAC1 ag 2%, aSyn rescue 4%, EPAC1 antag 5%, FUS suppressor 16%, EPAC2 antag 18%, PTHR1 agonist inactive and TDP-43 yeast inh 3%.
CCOC(=O)c1cc(C(C)=O)c(=O)[nH]c1C was read as EPAC2 ag 3%, EPAC1 ag 6%, aSyn rescue 7%, EPAC1 antag 2%, FUS suppressor -32%, EPAC2 antag -10%, PTHR1 agonist -23% and TDP-43 yeast inh 17%.
Screening CCCCn1nnnc1C(c1ccccc1)N1CCN(c2ccc(F)cc2)CC1 (centres undefined) returned EPAC2 ag 9%, EPAC1 ag -8%, aSyn rescue 14%, EPAC1 antag 6%, FUS suppressor 17%, EPAC2 antag inconclusive, PTHR1 agonist -24% and TDP-43 yeast inh 28µM*.
Screening CCOC(=O)COc1coc(CN2CCN(c3ccccc3)CC2)cc1=O returned EPAC2 ag 10%, EPAC1 ag 5%, aSyn rescue -1%, EPAC1 antag -3%, FUS suppressor -9%, EPAC2 antag -1%, PTHR1 agonist 11% and TDP-43 yeast inh 0%.
For O=S(=O)(Cc1ccccc1Cl)NCc1ccccc1 the results were EPAC2 ag 11%, EPAC1 ag 6%, aSyn rescue 9%, EPAC1 antag -17%, FUS suppressor 8%, EPAC2 antag 0%, PTHR1 agonist 0% and TDP-43 yeast inh 4%.
`COc1ccc(N2CC(C(=O)N3CCc4ccccc43)CC2=O)cc1` (centres undefined) gave EPAC2 ag -1%, EPAC1 ag -10%, aSyn rescue 2%, EPAC1 antag 6%, FUS suppressor 10%, EPAC2 antag 10%, PTHR1 agonist inactive and TDP-43 yeast inh -4%.
For O=C(CCN1C(=O)/C(=C\c2cccc(Br)c2)SC1=S)N1CCOCC1 the results were EPAC2 ag 0%, EPAC1 ag 5%, aSyn rescue 0%, EPAC1 antag -1%, EPAC2 antag 1%, PTHR1 agonist inactive and TDP-43 yeast inh -14%.
For CSC1=C(C#N)C(c2ccccc2Cl)C(C(C)=O)=C(C)N1 (centres undefined) the results were EPAC2 ag 15%, EPAC1 ag 10%, aSyn rescue 2%, EPAC1 antag -1%, FUS suppressor 6%, EPAC2 antag 1%, PTHR1 agonist -12%[57.5 µM] and TDP-43 yeast inh -13%.
For CC(OC(=O)c1nc(Cl)ccc1Cl)C(=O)c1ccccc1 (centres undefined) the results were EPAC2 ag 8%, EPAC1 ag -38%[inhibitor], aSyn rescue 17%, EPAC1 antag 0%, FUS suppressor -12%, EPAC2 antag 4%, PTHR1 agonist -3% and TDP-43 yeast inh inconclusive.
Cc1noc(C)c1C(=O)Nc1nc2ccc(S(C)(=O)=O)cc2s1 was read as EPAC2 ag 5%, EPAC1 ag -1%, aSyn rescue -32%[inhibitor], EPAC1 antag -3%, EPAC2 antag -6%, PTHR1 agonist inactive and TDP-43 yeast inh -25%.
Cc1cc([N+](=O)[O-])ccc1NC(=S)NC(=O)Cc1ccccc1 was read as EPAC2 ag 16%, EPAC1 ag 1%, aSyn rescue 7%, EPAC1 antag -22%, FUS suppressor -15%, EPAC2 antag -2%, PTHR1 agonist inactive and TDP-43 yeast inh inconclusive.
Screening N#Cc1c(N(CCO)CCO)nc(N)c2c(N)nc3c(c12)CC(=O)N3Cc1cccs1 returned EPAC2 ag 9%, EPAC1 ag -5%, aSyn rescue 1%, EPAC1 antag inconclusive, FUS suppressor inconclusive, EPAC2 antag inconclusive, PTHR1 agonist -10% and TDP-43 yeast inh -3%.
Screening COc1cc(-c2cc3nc(NCCc4ccncc4)ccn3n2)cc(OC)c1OC returned EPAC2 ag -2%, EPAC1 ag 2%, aSyn rescue -2%, EPAC1 antag 18%, FUS suppressor -2%, EPAC2 antag 7%, PTHR1 agonist -19% and TDP-43 yeast inh 20%.
`COc1ccc(CCNC(=O)COc2ncnc3ccccc23)cc1` gave EPAC2 ag 3%, EPAC1 ag -4%, aSyn rescue -3%, EPAC1 antag 7%, FUS suppressor -3%, EPAC2 antag 3%, PTHR1 agonist -2% and TDP-43 yeast inh 23%.
`Cc1cc(C)n(C(=O)c2cc([N+](=O)[O-])cc([N+](=O)[O-])c2)n1` gave EPAC2 ag 10%, EPAC1 ag 1%, aSyn rescue -17%, EPAC1 antag -9%, FUS suppressor -13%, EPAC2 antag 4%, PTHR1 agonist inactive and TDP-43 yeast inh 3%.
Screening CC(C)C(=O)c1ccc(O)c(O)c1 returned EPAC2 ag 13%, EPAC1 ag 5%, aSyn rescue -10%, EPAC1 antag -19%, FUS suppressor -5%, EPAC2 antag 0%, PTHR1 agonist inactive and TDP-43 yeast inh 6%.
`COc1cccc(C2=CC(c3cccc(OC)c3OC)n3nnnc3N2)c1` (centres undefined) gave EPAC2 ag -1%, EPAC1 ag 4%, aSyn rescue 10%, EPAC1 antag 16%, FUS suppressor 41%, EPAC2 antag 3%, PTHR1 agonist -22%[57.5 µM] and TDP-43 yeast inh 1%.
Cc1cc(C)c(C(=O)N2CCCC(C(=O)c3cc(F)ccc3F)C2)o1 (centres undefined) was read as EPAC2 ag -1%, EPAC1 ag 8%, aSyn rescue 9%, EPAC1 antag 1%, FUS suppressor 13%, EPAC2 antag -10%, PTHR1 agonist inactive and TDP-43 yeast inh inconclusive.
`Cn1nccc1C(=O)N/N=C/c1ccccc1[N+](=O)[O-]` gave EPAC2 ag 7%, EPAC1 ag 9%, aSyn rescue -5%, EPAC1 antag 0%, FUS suppressor 6%, EPAC2 antag 1%, PTHR1 agonist inactive and TDP-43 yeast inh 15%.

Gathered by group, those above containing an NH in an aromatic ring
O=C(O)CSc1c[nH]c2ccccc12 was read as EPAC2 ag 5%, EPAC1 ag 2%, aSyn rescue 4%, EPAC1 antag 5%, FUS suppressor 16%, EPAC2 antag 18%, PTHR1 agonist inactive and TDP-43 yeast inh 3%.
CCOC(=O)c1cc(C(C)=O)c(=O)[nH]c1C was read as EPAC2 ag 3%, EPAC1 ag 6%, aSyn rescue 7%, EPAC1 antag 2%, FUS suppressor -32%, EPAC2 antag -10%, PTHR1 agonist -23% and TDP-43 yeast inh 17%.

(more compounds)
For CCCN(CCC)CCOc1cc(C)ccc1C(C)C the results were EPAC2 ag -6%, EPAC1 ag -11%, aSyn rescue -3%, EPAC1 antag 8%, EPAC2 antag 13%, PTHR1 agonist inactive and TDP-43 yeast inh -19%.
`O=C(OCCn1c(=S)sc2ccccc21)c1ccccc1` gave EPAC2 ag 4%, EPAC1 ag -2%, aSyn rescue 1%, EPAC1 antag -5%, EPAC2 antag -9%, PTHR1 agonist -33%[inhibitor] and TDP-43 yeast inh 11µM*.
Screening CCOc1ccc(NC(=S)NNC(=O)c2ccc(Br)cc2)cc1 returned EPAC2 ag 7%, EPAC1 ag 2%, aSyn rescue -3%, EPAC1 antag -23%, FUS suppressor 32%, EPAC2 antag -4%, PTHR1 agonist -11% and TDP-43 yeast inh inconclusive.
Screening CCOc1ncccc1C(=O)OCC(=O)Nc1ncc(C(F)(F)F)cc1Cl returned EPAC2 ag 7%, EPAC1 ag -2%, aSyn rescue 7%, EPAC1 antag -2%, FUS suppressor -35%, EPAC2 antag 6%, PTHR1 agonist inactive and TDP-43 yeast inh inconclusive.
`CC1=NN(c2nc(-c3ccc(Cl)cc3)cs2)C(=O)C1` gave EPAC2 ag -12%, EPAC1 ag -3%, aSyn rescue 4%, EPAC1 antag inconclusive, FUS suppressor -2%, EPAC2 antag -1%, PTHR1 agonist -7% and TDP-43 yeast inh inconclusive.
For CS(=O)(=O)Nc1ccc(C(=O)N2CCN(c3ccccc3)CC2)cc1 the results were EPAC2 ag -4%, EPAC1 ag -4%, aSyn rescue -3%, EPAC1 antag 3%, FUS suppressor 10%, EPAC2 antag 12%, PTHR1 agonist -10%[57.5 µM] and TDP-43 yeast inh -24%.
Screening CCN(CCn1cccn1)C(=O)CCc1nnc(C2CCCCC2)o1 returned EPAC2 ag 1%, EPAC1 ag -3%, aSyn rescue -6%, EPAC1 antag -16%, FUS suppressor 2%, EPAC2 antag 1%, PTHR1 agonist inactive and TDP-43 yeast inh -8%.
CCOc1ccccc1NC(=O)CCNS(=O)(=O)c1ccc2c(c1)CCN2C(=O)C1CC1 was read as aSyn rescue -6%, FUS suppressor 12%, PTHR1 agonist inactive and TDP-43 yeast inh 20%.
